# High-throughput results: PubChem BioAssay, Sanford-Burnham Center for Chemical Genomics
# SENP6 block: blocks the human protease SENP6; Q9GZR1; Recombinant SENP6 catalytic domain, aminoluciferin luminescence; inhibition, % at 10 µM; actives 1.8% (n = 330,000); AID 2599;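 active means inhibition above about 50% at the single tested dose, limit read from the data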;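 further: plate controls were DMSO wells with enzyme for no effect and DMSO wells lacking enzyme for full effect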
# Target sequence (Q9GZR1 628-1112 limits assumed): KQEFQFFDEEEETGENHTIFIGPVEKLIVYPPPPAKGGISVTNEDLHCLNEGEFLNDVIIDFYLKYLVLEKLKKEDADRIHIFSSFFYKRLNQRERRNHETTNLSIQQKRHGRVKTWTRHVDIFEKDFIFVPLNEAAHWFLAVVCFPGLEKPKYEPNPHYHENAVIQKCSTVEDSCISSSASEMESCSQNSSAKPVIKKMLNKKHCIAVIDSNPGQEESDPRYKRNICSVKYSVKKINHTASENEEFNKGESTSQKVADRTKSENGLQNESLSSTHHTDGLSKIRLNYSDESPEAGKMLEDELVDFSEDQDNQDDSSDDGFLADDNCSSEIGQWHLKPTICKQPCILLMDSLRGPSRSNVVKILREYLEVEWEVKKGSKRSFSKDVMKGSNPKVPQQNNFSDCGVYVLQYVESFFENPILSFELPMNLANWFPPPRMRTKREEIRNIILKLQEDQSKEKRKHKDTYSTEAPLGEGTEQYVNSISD
# HKDC1 inh: inhibitors of human hexokinase HKDC1. Q2TB90. recombinant HKDC1, G6PDH/diaphorase resazurin coupled fluorescence. inhibition, % at 20 µM. actives 0.16% (n = 340,000);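 active means inhibition above about 35% when tested at 20 µM, limit read from the data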;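 further: plate controls were DMSO wells with enzyme for no effect and DMSO wells lacking enzyme for full effect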
#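 Test system: recombinant HKDC1 (HK5) hexokinase enzyme, produced in-house / Doses: 20 µM test compound, 1% DMSO / Timing: 90 min, room temperature / Detection: G6PDH/diaphorase-coupled fluorescence, 1 mM NADP, 100 µM resazurin, 525/613 nm / Control set: DMSO wells with and without enzyme mix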
# SENP7 block: blocks the human protease SENP7. inhibition, % at 5 µM. Q9BQF6. recombinant SENP7, Z-RLRGG-aminoluciferin luminescence, 40 min. actives 1.5% (n = 330,000);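 active means inhibition above about 50% at the single test dose, limit read from the data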;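 further: plate controls were DMSO with enzyme for no effect and no enzyme buffer wells for full effect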
# SENP1 FRET inh: SENP1 (human) catalytic domain inhibition; inhibition, % at 10 µM; actives 0.21% (n = 360,000); recombinant SENP1 catalytic domain, CyPet-SUMO1-YPet FRET cleavage;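 active means inhibition at least 30% at 10 µM, raw YFP signal under a set limit, fluorescence ratio 0.5 to 1.5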;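 further: 0% = enzyme with DMSO and 100% = no enzyme wells; some results filed as inactive read as strong as hits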
#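 Assay system: hSENP1 catalytic domain, recombinant. Amount: SENP1 enzyme, 20 pM final. Schedule: 50 min reaction, RT, dark. Technique: FRET, CFP and YFP emission. Control set: no-enzyme wells low, DMSO-plus-enzyme wells high control.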
# MIN6 prolif: induces beta-cell replication in MIN6 cells. MIN6 cells proliferation, ATPlite luminescence, 48 h; cells starved in 0.2% serum; 100% = growth in 10% serum. AID 2380. proliferation, % at 10 µM. actives 0.29% (n = 330,000);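 active means compounds whose signal lies at least 3.5 SD above the mean of all wells on their plate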;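 further: 0% = DMSO-treated cells in low-serum medium and 100% = 10% serum control; some compounds called inactive have numbers as strong as hits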
# SENP8 block-1: blocks the human protease SENP8; Q96LD8; purified SENP8, Z-RLRGG-aminoluciferin cleavage, luminescence; inhibition, % at 10 µM; actives 1.2% (n = 330,000); AID 2540; in the data active means inhibition above about 50%
# Target sequence (Q96LD8 whole entry, looked up): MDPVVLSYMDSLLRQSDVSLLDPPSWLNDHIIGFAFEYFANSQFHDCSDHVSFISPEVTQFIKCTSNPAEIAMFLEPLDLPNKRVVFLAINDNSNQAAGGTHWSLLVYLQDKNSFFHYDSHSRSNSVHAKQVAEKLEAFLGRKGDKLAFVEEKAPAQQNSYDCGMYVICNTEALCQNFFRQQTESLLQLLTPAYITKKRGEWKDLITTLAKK
# PfGluPho inh: PfG6PD (Plasmodium falciparum) enzyme inhibition | PfGluPho enzyme, NADPH resazurin-diaphorase fluorescence | inhibition, % at 20 µM | actives 0.78% (n = 350,000);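 active means inhibition reaching at least a set limit at 20 µM in the primary screen, cut at about 59% in these data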;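 further: 0% = DMSO wells with substrate and 100% = DMSO wells lacking glucose-6-phosphate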
# UBC13 inh: blocks human UBC13 polyubiquitin chain formation. TR-FRET. actives 0.47% (n = 330,000). inhibition, % at 20 µM. AID 485273; in the data active means inhibition above about 45%, passing the limit was not always enough
# Target sequence (P61088 whole entry, looked up): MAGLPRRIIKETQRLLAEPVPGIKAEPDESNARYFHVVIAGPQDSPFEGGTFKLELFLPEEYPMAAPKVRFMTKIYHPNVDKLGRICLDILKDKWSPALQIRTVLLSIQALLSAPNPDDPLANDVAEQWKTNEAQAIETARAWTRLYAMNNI
# SENP8 block-2: inhibitors of human SENP8 protease; actives 0.64% (n = 360,000); recombinant SENP8, Nedd8 substrate fluorescence; AID 602440; inhibition, % at 20 µM; in the data active means inhibition mostly above about 40%, no sharp cut-off; inactive means mostly below about 27%
# Starred values were filed as active, the others as inactive; . = not tested or not shown.
SMILES,SENP6 block,HKDC1 inh,SENP7 block,SENP1 FRET inh,MIN6 prolif,SENP8 block-1,PfGluPho inh,UBC13 inh,SENP8 block-2
CCOC(=O)CSc1nc2c(c(-c3ccc(C)o3)c1C#N)CCCC2,-5,-7,0,-7,-3,1,-14,13,-262
Cc1ccc(C(=O)N[C@H](C(=O)OCc2cc(=O)oc3cc(C)ccc23)C(C)C)cc1,-11,-1,-4,3,-2,-8,1,-18,-5
Cc1ccc(C)c(N2CCN(C(=O)CCC(=O)Nc3nnc(C(F)(F)F)s3)CC2)c1,-5,-1,1,3,1,-2,-8,0,9
CCOCC(=O)Nc1cc(C)on1,-1,-6,-2,2,-3,-12,-11,-2,12
Cc1cc(C)c(S(=O)(=O)c2ccccc2)c(OC(=O)c2c(F)cccc2Cl)n1,-10,1,7,0,2,6,30,3,4
COc1ccccc1-c1nnc(SCC(=O)O)n1-c1ccccc1,17,16,0,1,-4,6,-3,4,4
CSCC(=O)NC1CCCN(C2Cc3ccccc3C2)C1 (stereo not drawn),-26,-5,2,0,-2,6,2,-8,-3
O=C(COC(=O)CCC1CCCC1)Nc1ccc(Cl)cc1F,-26,4,-12,3,-2,-13,7,-6,17
CCC(C)N1CC(O)=C(c2nc3ccccc3[nH]2)C1=N (stereo not drawn),-2,-2,3,-2,-2,-3,-1,6,7
COc1ccc(/C=N/NC(=O)c2cc(-c3cccnc3)nc3ccccc23)c(OC)c1,-5,-1,-10,1,-1,0,-6,12,23
O=S(=O)(Nc1ccccc1Cl)c1cccc2nsnc12,-3,-1,-3,0,-1,5,-6,-4,-1
CCCNS(=O)(=O)c1cccc2cccnc12,8,-5,-7,-1,2,-6,15,-6,15
CCOC(=O)C1CCN(C(=O)CN(c2cc(Cl)ccc2OC)S(=O)(=O)c2ccccc2)CC1,-14,2,5,2,2,-4,-20,-1,2
CCOC(=O)c1sc(=S)n(C)c1C,0,-6,3,2,0,-1,-12,-1,5
COc1ccc(NC(=O)O/N=C/c2ccncc2)cc1,-5,3,-8,0,0,-13,-6,-12,-16
Cc1cc(N(C)C(=O)c2ccc3c(c2)S(=O)(=O)c2cc(Cl)ccc2C3=O)c(C(F)(F)F)o1,-5,-3,0,2,-5,4,1,6,11
O=[N+]([O-])c1cc2c(c(CSc3nnc(Nc4ccccc4)s3)c1)OCOC2,-10,-7,4,1,-3,-2,-10,-5,27
O=C(CN1CCN(Cc2ccccc2)CC1)NC(=O)NC1CCCCC1,3,-2,-5,-1,-1,8,-1,-1,8
COCc1[nH][nH]c(=O)c1C=NCC(=O)OC,-5,-3,3,2,-1,-7,11,2,5
Nc1ccc(Oc2cccc(Oc3ccc(N)cc3)c2)cc1,-8,1,-6,1,-4,-10,-18,-9,21
COc1ccccc1C(=O)NCCCCNC(=O)c1ccccc1OC,-38,-7,3,3,1,0,-6,7,6
CCC(=O)c1ccc(OCCN2CCOCC2)cc1,2,2,4,1,-1,2,-14,3,21
CC1CN(c2nc(N(C)c3ccccc3)nc(N)c2[N+](=O)[O-])CC(C)O1 (stereo not drawn),11,-3,9,-1,8.7*,9,1,0,24
Cc1cccc(N2CCCn3c2nc2c3c(=O)n(CCN3CCOCC3)c(=O)n2C)c1,-23,4,3,0,-3,-5,-7,1,-14
Cc1cccc(CNC(=O)c2ccc(NC(=O)C3=CSCCO3)cc2)c1,19,-3,4,1,-1,3,9,0,0

# (further entries)
SMILES,SENP6 block,HKDC1 inh,SENP7 block,SENP1 FRET inh,MIN6 prolif,SENP8 block-1,PfGluPho inh,UBC13 inh,SENP8 block-2
Cc1ccccc1NC(=O)Cc1nc(COC(=O)c2ccc(Cl)c(S(N)(=O)=O)c2)cs1,-4,5,-4,-10,-1,-2,-3,4,-1
CCn1c(N)c(C(=O)NCc2ccco2)sc1=S,-14,-7,-1,1,-3,4,30,-3,4
COc1ccc(Cl)cc1NC(=O)CCN1C(=O)C2CC=CCC2C1=O (stereo not drawn),1,-2,-5,0,-2,-3,-10,3,3
Cc1cc(NC(=O)CCN2CCN(C)CC2)ccc1Br,9,3,-3,0,-2,3,-7,6,26
COc1cc(NCCC(=O)c2cccs2)c(OC)cc1Cl,23,5,-3,2,-6,5,45,-4,13
CCOc1ccc(-c2noc(-c3cccnc3)n2)cc1OC,-9,1,5,-2,-1,-9,-3,7,26
CCCn1c(SCC(=O)N2CCc3ccccc3C2)nc(O)cc1=O,2,-5,11,-1,0,5,-21,-12,4
Cn1cc(SCC(=O)NC2CCCC2)c2ccccc21,5,-6,12,0,-2,-1,-15,2,-4
O=C(C1CCN(S(=O)(=O)c2cnc[nH]2)CC1)N1CCc2ccccc2C1,-3,-2,0,1,-2,-1,-2,4,42*
NC(=O)/C(=C/c1ccco1)NC(=O)/C=C/c1ccccc1,-18,-1,12,3,-2,3,-7,-3,2
O=[N+]([O-])c1ccc(OCC(O)CN2CCN(c3ccccc3F)CC2)cc1 (stereo not drawn),-4,-2,5,1,-3,-6,-3,-1,22
Cc1cc2cc(CNC(=O)NC3CCCCC3)ccc2n1C,11,-2,-7,-8,-6,10,-14,7,0
CCOC(=O)CSc1nc2cc(C)cc(C)c2cc1C#N,-12,-1,3,7,0,-4,-7,16,-35
Nc1nc(SCc2ccccc2)c2ncn(C3CCCCC3)c2n1,.,0,.,0,.,.,2,.,-7
CC1CCCC(NC(=O)COC(=O)c2ccccc2[N+](=O)[O-])C1C (stereo not drawn),13,-7,-10,3,-1,3,-11,-10,19
Cc1nc(NC(=O)c2ccccc2)sc1C1(C)CC(c2ccccc2F)=NO1 (stereo not drawn),25,0,-11,2,-7,10,17,-4,-22
O=C(Nc1cc(S(=O)(=O)N2CCCCC2)ccc1N1CCCCC1)c1ccncc1,-15,-3,-5,2,0,-3,5,24,26
Cc1cc(CNC(=O)CCc2nnc(CCCc3ccccc3)o2)nn1C,-27,2,-12,1,-4,-12,-3,-2,3
COc1cccc(C(=O)NCCSCc2ccccc2Cl)c1,-3,2,-6,2,-2,-6,-1,8,14
CCOC(=O)N1CCN(C(=O)CN(C2CCCCC2)S(=O)(=O)c2ccc(C)cc2)CC1,-23,-3,-8,2,-3,-6,-18,-2,17
COc1cc2c(cc1OC)C(c1ccccc1)N(S(C)(=O)=O)CC2 (stereo not drawn),5,-11,2,3,-1,-3,0,2,5
NS(=O)(=O)c1ccc(CCNC(=O)CCC2COc3ccccc3O2)cc1 (stereo not drawn),-4,-3,-10,1,5,-9,-19,-7,14
CCCOc1ccc(/C=N/O)cc1,0,3,4,1,5,-3,8,9,7
CC(C)CCNC(=O)C(c1ccncc1)N(Cc1cccs1)C(=O)Cn1nnc(-c2ccc(F)cc2)n1 (stereo not drawn),1,5,4,-18,-6,1,21,-1,4
Cc1cc(C2(O)C(=O)Nc3ccccc32)ccc1F (stereo not drawn),13,1,1,4,1,5,-8,9,6

# Going on with the list:
SMILES,SENP6 block,HKDC1 inh,SENP7 block,SENP1 FRET inh,MIN6 prolif,SENP8 block-1,PfGluPho inh,UBC13 inh,SENP8 block-2
O=C(c1cc(S(=O)(=O)N2CCOCC2)c(Cl)cc1Cl)N1CCCCC1CO (stereo not drawn),4,-6,-4,0,-1,0,-15,15,13
COc1ccc(OCCCC(=O)Nc2nncs2)cc1,-1,0,-1,1,-3,4,-4,-8,23
Cc1ccc(OCCCCn2cnc3ccccc32)cc1,-5,-5,-1,0,-6,-12,1,15,2
Cc1ccc(-c2nc(NCc3cccnc3)c3ccccc3n2)cc1,-8,8,-12,-1,0,-8,22,9,-48
CN(C(=O)C(C)(C)C)C1c2c(ccc3ccccc23)OCC1CO (stereo not drawn),.,1,.,3,.,.,-3,.,14
CS(=O)(=O)N(CC(=O)Nc1ccccc1C(=O)N1CCOCC1)c1ccc2c(c1)OCO2,-18,-7,1,-1,-1,4,6,3,4
CC(C)(C)[C@@H]1COC(=O)[C@H](Cc2ccc(F)cc2)C/C=C\C[C@@H](CC(=O)NCCO)C(=O)N1,4,-5,1,2,4,6,-3,4,14
O=C(COc1ccccc1)NNC(=O)c1ccc(Cl)cc1,-11,0,-7,3,-2,-9,-2,-8,0
COc1ccc(N2CCN(CC(=O)NCc3ccc(Cl)cc3)CC2)cc1,-1,0,-10,1,3,-12,9,0,-2
N/C(Cc1ccc(Cl)cc1)=N\OC(=O)C1CCCCC1,9,-2,-1,4,0,-1,1,0,15
O=C(O)COc1ccc(/C=C2\SC(=Nc3ccccc3)N(c3ccccc3)C2=O)cc1,-5,-1,-5,0,0,1,-4,-13,22
COc1ccc(NS(=O)(=O)N2CCCCC2)cc1,.,-7,.,1,.,.,-7,.,7

# Among those listed so far, 13 contain an aryl methoxy group.
SMILES,SENP6 block,HKDC1 inh,SENP7 block,SENP1 FRET inh,MIN6 prolif,SENP8 block-1,PfGluPho inh,UBC13 inh,SENP8 block-2
COc1ccccc1-c1nnc(SCC(=O)O)n1-c1ccccc1,17,16,0,1,-4,6,-3,4,4
COc1ccc(/C=N/NC(=O)c2cc(-c3cccnc3)nc3ccccc23)c(OC)c1,-5,-1,-10,1,-1,0,-6,12,23
CCOC(=O)C1CCN(C(=O)CN(c2cc(Cl)ccc2OC)S(=O)(=O)c2ccccc2)CC1,-14,2,5,2,2,-4,-20,-1,2
COc1ccc(NC(=O)O/N=C/c2ccncc2)cc1,-5,3,-8,0,0,-13,-6,-12,-16
COc1ccccc1C(=O)NCCCCNC(=O)c1ccccc1OC,-38,-7,3,3,1,0,-6,7,6
COc1ccc(Cl)cc1NC(=O)CCN1C(=O)C2CC=CCC2C1=O (stereo not drawn),1,-2,-5,0,-2,-3,-10,3,3
COc1cc(NCCC(=O)c2cccs2)c(OC)cc1Cl,23,5,-3,2,-6,5,45,-4,13
CCOc1ccc(-c2noc(-c3cccnc3)n2)cc1OC,-9,1,5,-2,-1,-9,-3,7,26
COc1cccc(C(=O)NCCSCc2ccccc2Cl)c1,-3,2,-6,2,-2,-6,-1,8,14
COc1cc2c(cc1OC)C(c1ccccc1)N(S(C)(=O)=O)CC2 (stereo not drawn),5,-11,2,3,-1,-3,0,2,5
COc1ccc(OCCCC(=O)Nc2nncs2)cc1,-1,0,-1,1,-3,4,-4,-8,23
COc1ccc(N2CCN(CC(=O)NCc3ccc(Cl)cc3)CC2)cc1,-1,0,-10,1,3,-12,9,0,-2
COc1ccc(NS(=O)(=O)N2CCCCC2)cc1,.,-7,.,1,.,.,-7,.,7
